# Assay outcomes as filed in PubChem BioAssay.
# ABHD5-PLIN5 inh: ABHD5-PLIN5 interaction inhibitors, primary screen, cell lysate, split luciferase complementation, luminescence. Perilipin-5 (Homo sapiens) + 1-acylglycerol-3-phosphate O-acyltransferase ABHD5 (Homo …. inhibition, % at 4 µM. Split G. princeps luciferase complementation, 4 h. AID 602281, 2012. actives 0.78% (n = 360,000);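 active means inhibition above the mean inhibition across every tested compound plus 3 SD, cut at about 22% in these data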;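 further: 0% = DMSO only wells and the 100% control is not disclosed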
# Vif imaging: HIV Vif self-association inhibitors, primary screen, imaging, HEK293T, single point; HEK293T cells, Vif self-association by quenched fluorescence, 24 h; inhibition, % at 7.49 µM; actives 0.35% (n = 340,000); AID 602346, 2012; in the data active means inhibition above about 50%, passing the limit was not always enough; inconclusive means no clear call, values can overlap the other calls; inactive means below about 31%; further: some results filed as inactive read as strong as hits
# MC4R barr agon: MC4R agonists recruiting beta-arrestin, primary screen, cell-based, luminescence, agonist arm of biased-ligand search. U2OS MC4R beta-arrestin complementation; percent of melanotan II response, DMSO zero. activation, % at 8.9 µM. actives 0.98% (n = 360,000);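 active means activation above a per-plate cutoff, the mean activation of sample wells on that plate plus 3 SD, cut at about 8% in these data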
# Target sequence (P32245 whole entry, looked up): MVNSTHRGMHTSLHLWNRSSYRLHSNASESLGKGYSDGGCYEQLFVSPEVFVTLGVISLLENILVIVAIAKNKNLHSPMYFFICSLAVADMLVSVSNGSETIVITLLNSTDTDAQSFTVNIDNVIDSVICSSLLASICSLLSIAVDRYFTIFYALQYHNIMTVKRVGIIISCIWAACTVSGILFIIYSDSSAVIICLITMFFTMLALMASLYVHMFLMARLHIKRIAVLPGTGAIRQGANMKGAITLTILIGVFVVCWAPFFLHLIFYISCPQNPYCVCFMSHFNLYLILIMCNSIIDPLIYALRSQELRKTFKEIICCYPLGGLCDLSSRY
# aDG glyco up: activators of alpha-DG glycosylation, primary screen, uHTS, Pro5-aDG cells, AlphaScreen | alpha-DG glycosylation AlphaScreen (IIH6); 0% Pro5, 100% B10-LARGE cell signal | actives 0.22% (n = 360,000) | AID 624168, 2012 | activation, % at 10 µM;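 active means activation of at least 8% versus controls, or a plate z-score of at least 8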;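 further: Pro5 are CHO cells carrying HIG-tagged alpha-DG that lacks glycosylation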
# MC4R antag cAMP: MC4R antagonists of cAMP signaling, primary screen, cell-based, TR-FRET, antagonist arm of biased-ligand search; MC4R-expressing cells, MTII-stimulated cAMP, LANCE TR-FRET; actives 0.48% (n = 360,000); AID 540295, 2011; inhibition, % at 6.5 µM; Melanocortin receptor 4 (Homo sapiens), P32245;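 active means inhibition above its plate's cutoff, the mean of tested wells on that plate plus 3 SD, cut at about 29% in these data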;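 further: 0% = Melanotan II alone and 100% = Melanotan II plus saturating MCL0020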
#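 Material: human MC4R-expressing U2OS cells. Probe or stimulus: Melanotan II challenge. Dosing: 6.5 µM single dose. Times: 30-min compound, 1-h challenge, 1-h detection, room temperature. Technique: TR-FRET with Eu-cAMP and labeled anti-cAMP, 671 nm. Replication: singlicate.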
# ABCB6 inh 2: ABCB6 transporter inhibitors, primary screen, K562-ABCB6 cells, flow cytometry, MLPCN library; ATP-binding cassette sub-family B member 6 (Homo sapiens), Q9NP58; K562-ABCB6 porphyrin accumulation, 1 h; hits give low values; fluorescence ratio to DMSO, % at 10 µM; actives 0.19% (n = 360,000); AID 602162, 2011;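 active means fluorescence ratio to DMSO below 75%, the collection mean minus 3 SD; inconclusive means too few cells collected in the well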;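 further: signal is porphyrin accumulated inside mitochondria; 100% equals median channel fluorescence of DMSO control wells; lower ratio means ABCB6 inhibition with less porphyrin fluorescence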
# Exocytosis inh: LAMP-1 surface exposure blockers, TALL-104 cells – cell-based, flow cytometry, MLPCN library, primary screen. actives 0.66% (n = 360,000). AID 651702, 2012. inhibition, % at 10 µM. TALL-104 LAMP-1 surface exposure; cells stimulated with thapsigargin and PMA;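 active means inhibition above about 55%, limit read from the data; inconclusive means no clear call, values can overlap the other calls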
# N-glyco inh: increase of ERlucT glycosylation luciferase signal, primary screen, N-linked glycosylation inhibitor project, D54 ERlucT cells, luminescence, set 2; D54 ERlucT glycosylation luciferase reporter, 24 h; percent of 100 nM tunicamycin response; reporter increase, % at 12.5 µM; actives 0.23% (n = 360,000); AID 588692, 2011;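 active means mean luciferase reporter signal, scaled so untreated is 0 and the glycosylation-blocking control 100, at or above a set limit in every replicate; inconclusive means mean reaches the limit but not every replicate does; inactive means mean below the limit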;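 further: luciferase carries N-glycosylation sites so blocking glycosylation raises the light; 0% = median of neutral control wells and 100% = median of 100 nM tunicamycin wells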
# NOD2-RIPK2 inh: NOD2-RIPK2 binding disruptors in cells, primary screen, fluorescence, CHO cells, BLA complementation; Receptor-interacting serine/threonine-protein kinase 2 (Homo sapiens), O43353; CCF4 ratio; inhibition, % at 4.98 µM; actives 0.38% (n = 360,000); in the data active means inhibition above about 21%;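 further: 0% = vehicle only and 100% = reference blocker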
# Target sequence (O43353 whole entry, looked up): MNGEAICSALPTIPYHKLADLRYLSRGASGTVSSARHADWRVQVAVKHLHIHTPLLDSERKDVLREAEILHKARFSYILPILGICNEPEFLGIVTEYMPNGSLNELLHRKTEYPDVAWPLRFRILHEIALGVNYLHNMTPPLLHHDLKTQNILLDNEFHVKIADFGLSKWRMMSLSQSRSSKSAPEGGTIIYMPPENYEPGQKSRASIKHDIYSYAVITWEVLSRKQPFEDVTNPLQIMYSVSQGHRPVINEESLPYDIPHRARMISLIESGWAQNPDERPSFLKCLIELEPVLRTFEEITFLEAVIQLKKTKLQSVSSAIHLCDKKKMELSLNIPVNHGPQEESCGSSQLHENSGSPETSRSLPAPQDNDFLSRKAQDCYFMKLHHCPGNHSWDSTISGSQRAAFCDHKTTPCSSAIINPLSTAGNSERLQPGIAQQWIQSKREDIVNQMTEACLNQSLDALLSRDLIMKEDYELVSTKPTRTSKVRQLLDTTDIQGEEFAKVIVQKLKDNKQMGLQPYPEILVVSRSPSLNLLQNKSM
# TLR9-MyD88 inh: inhibitors of TLR9-MyD88 association in cells, primary screen, cell-based, CHO, BLA complementation, fluorescence. actives 0.21% (n = 340,000). inhibition, % at 4.98 µM. CCF4 FRET ratio. AID 504734, 2011. Toll-like receptor 9 (Homo sapiens) + Myeloid differentiation primary response protein …;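 active means inhibition above the mean over all tested compounds plus 3 SD, cut at about 21% in these data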;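 further: 0% = DMSO only wells and 100% = clavulanate BLA inhibitor control wells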
# * marks the source's active call; other numbers are inactive results; ? = inconclusive; . = no result given.
ABHD5-PLIN5 inh	Vif imaging	MC4R barr agon	SMILES	aDG glyco up	MC4R antag cAMP	ABCB6 inh 2	Exocytosis inh	N-glyco inh	NOD2-RIPK2 inh	TLR9-MyD88 inh
-3	-12	-1.5	C=CCn1c(SCC(=O)NC2CCCCC2)nc2ccccc2c1=O	0.1	6	100	18	3	0	0
4	3	-0.8	OCc1ccnc2c(O)cccc12	-0.1	2	101	-1	1	-10	-5
1	-7	1.5	Cc1cc2nc(C)c(=O)n(C)c2cc1C	-0.2	10	90	5	1	-4	-15
4	4	2.1	CC(=O)Oc1ccc(C(=O)Nc2cc(NC(=O)c3ccc(OC(C)=O)cc3)cc(C(=O)NC(C)(C)C)c2)cc1	-0.1	24	94	8	-4	8	-2
2	8	-1.5	CCOc1ccc(/C(O)=C2/C(=O)C(=O)N(Cc3cccnc3)C2c2ccc(N(C)C)cc2)c(C)c1 (stereo unspecified)	-0.2	-1	96	-4	1	-5	0
4	9	-0.2	OC[C@@H]1CN(Cc2ccncc2)C[C@H](n2cnc3c(NCc4ccco4)ncnc32)O1	-0.2	9	99	-6	0	-6	.
21	-8	5.2	Cc1nn(C)cc1C(=O)/C=C/c1ccc([N+](=O)[O-])cc1	1.0	2	86	0	6	-16	2
-3	-6	-1.8	N#CCC(=O)Nc1ccc(C(=O)OCC(=O)c2ccc3c(c2)NC(=O)CO3)cc1	0.3	1	88	10	-1	-7	1
10	-2	-1.1	Cc1cc(-n2c(C)cc(C(=O)CN3C(=O)NC4(CCCCC4)C3=O)c2C)no1	0.1	4	98	0	-1	-7	-5
0	4	2.6	Cc1ccccc1CS(=O)(=O)Cc1ccc(C(=O)NCC2CCCO2)o1 (stereo unspecified)	-0.1	0	105	3	1	-7	-10
-9	2	-2.2	CC(Sc1nnc(Cn2c(=O)sc3ccccc32)n1C)c1ccccc1 (stereo unspecified)	-0.1	1	103	10	-2	13	-1
3	4	-0.6	CC1CN/C(=C\C(=O)c2ccccc2)C(=O)N1 (stereo unspecified)	0.5	-5	106	7	-6	2	-6
-4	-1	-0.5	COc1ccc(N(CC(=O)NCc2cccnc2)S(=O)(=O)c2ccccc2[N+](=O)[O-])c(OC)c1	0.1	-1	96	-2	-1	6	-3
-4	-8	-0.4	CCCCC1CCC(C(=O)N(C)CC(=O)Nc2cccc(OC)c2)CC1 (stereo unspecified)	0.3	1	92	-2	-2	5	0
13	1	-0.7	Cc1ccc(S(=O)(=O)N2CCOCC2)cc1C(=O)NCCN1C(=O)S/C(=C\c2ccccc2Cl)C1=O	0.5	-3	96	7	-2	-4	-6
-2	7	-2.7	COc1ccc(C(=O)Nc2cccnc2)cc1	-0.1	-1	99	5	1	3	-8
-1	3	1.0	O=C(Cn1nnc2ccccc21)c1ccc(Br)cc1	-0.1	14	102	4	-1	-8	-6
4	4	0.2	O=C(CCn1c(=S)[nH]c2ccccc2c1=O)NCCCN1CCOCC1	0.0	-1	93	-3	1	0	5
12	-5	1.5	CNCCC1Sc2ccccc2Oc2ccccc21 (stereo unspecified)	0.2	18	101	?	-1	3	-2
-5	5	-1.3	O=C(O)c1cc(-c2ccc(Cl)s2)[nH]n1	0.2	5	95	7	1	-2	-7
10	-4	0.0	N#CCOC(=O)C1c2ccccc2Oc2ccccc21	-0.1	3	100	-9	0	-12	0
-14	-4	-1.0	COCCN(CC(=O)Nc1cccc(C)c1C)C(=O)C1(c2ccccc2)CC1	0.0	5	101	-3	-2	-3	5
0	-7	-0.3	CN(CC(=O)NC(=O)NC(C)(C)C)CC(=O)Nc1ccccc1Cl	-0.1	-1	96	-1	2	15	-7
-12	6	-1.2	CCc1ccccc1N(C(C)=O)c1nc(CN=C=S)cs1	-0.2	8	91	-2	2	5	-12
0	14	-1.8	CCN(CC)CCN(Cc1cc2cc3c(cc2[nH]c1=O)OCO3)C(=S)NCC(C)C	-0.1	0	94	7	-1	4	0
3	25	1.3	Cc1ccc(Cl)cc1NS(=O)(=O)c1ccccc1	0.0	6	101	30	0	-6	7
-1	13	-1.2	COC(=O)C1(C)NC(c2cccs2)C2C(=O)N(c3ccccc3F)C(=O)C21 (stereo unspecified)	0.1	0	104	11	-2	1	-7
-2	-3	-0.3	CC(C)CNC(=O)c1ccccc1NC(=O)c1ccccc1N(C)S(C)(=O)=O	0.2	10	91	2	-2	3	3
-5	-5	2.2	CC(C)c1ccc(C(O)c2nc3ccccc3n2C)cc1 (stereo unspecified)	-0.1	-2	101	-4	-1	1	1
-2	-3	-1.5	O=C(COc1ccc(Br)cc1F)NC1CCN(Cc2ccccc2)CC1	-0.5	-2	106	-4	-3	7	-1

# New compounds follow
ABHD5-PLIN5 inh	Vif imaging	MC4R barr agon	SMILES	aDG glyco up	MC4R antag cAMP	ABCB6 inh 2	Exocytosis inh	N-glyco inh	NOD2-RIPK2 inh	TLR9-MyD88 inh
-3	4	-0.3	Cc1ccccc1S(=O)(=O)NC(=O)C1(C)CCN1C(=O)C1(c2ccccc2)CCCC1 (stereo unspecified)	0.2	15	94	2	-1	-6	.
-3	-3	2.4	COc1ccc(CNC(=O)C2CCN(C(=O)c3csc(Nc4ccc(C)cc4)n3)CC2)cc1	0.0	4	92	58*	-1	0	-3
1	-2	4.0	Cc1ccc2nc(SCC(=O)Nc3ccc4sc(C)nc4c3)c(C#N)cc2c1	0.1	3	102	16	33*	2	-4
-13	-1	-0.9	O=C(NN1CCOCC1)c1ccc(F)cc1	0.0	1	97	-4	1	8	-10
16	-3	5.0	Cc1nc2c(C(=O)N3CCOCC3)cnn2c(C)c1Cc1ccc(Cl)cc1	0.8	-5	89	5	3	5	5
3	.	-2.9	CCc1ccc(C(=O)COC(=O)c2ccccc2OC)cc1	0.1	2	99	1	1	-15	7
-5	10	3.3	O=C(CSc1nc(-c2ccccc2Cl)ns1)NCc1ccc2c(c1)OCO2	0.1	21	100	-2	1	-14	4
-4	-4	-1.8	Cc1cc(C)n(CCNC(=O)c2ccc3c(c2)OCO3)n1	0.0	-4	103	7	1	7	-8
-3	-6	-2.8	COCCN(C(=O)COC(=O)CCc1ccccc1)c1c(N)n(Cc2ccccc2)c(=O)[nH]c1=O	0.0	-8	95	-4	-2	-1	-3
-5	2	-0.3	COc1ccc(C2C(C(C)=O)=C(O)C(=O)N2CCO)c(OC)c1 (stereo unspecified)	0.0	6	101	0	-3	-7	-10
6	-9	-1.1	O=C(O)c1ccccc1Nc1ccnc(C(F)(F)F)c1	0.0	0	104	-12	-2	-3	3
3	-2	1.8	COc1ccc(C(=O)c2cnc(/N=C/N(C)C)s2)cc1	0.2	3	89	-2	3	0	8
0	-12	-1.3	O=C(C1CCCN(Cc2ccc(Br)cc2)C1)N1CCCCC1 (stereo unspecified)	0.0	0	98	11	-1	-15	-2
4	-3	1.1	Nc1ccc(Cl)c(S(=O)(=O)Nc2ccc(Cl)cc2)c1	0.0	19	99	-1	-1	-7	-3
-2	3	-1.2	Cn1c(=O)oc2cc(S(=O)(=O)Nc3ccc(Cl)cc3F)ccc21	-0.2	5	105	0	0	-10	-7
-2	.	-0.5	COc1ccc(-c2cc(N)n(S(=O)(=O)Cc3ccccc3)n2)c(OC)c1	-0.2	6	90	-2	-2	-8	2
0	0	-1.2	S=C(Nc1ccccc1Cl)N1CCOCC1	-0.1	2	95	15	0	3	0
0	2	-0.9	O=C(c1ccc(=O)[nH]c1)N1CCCc2ccccc21	0.0	5	93	-4	2	-12	-1
0	3	-0.5	Cc1cc(C)n(C2CCCCC2OC(=O)c2ccccc2)n1 (stereo unspecified)	0.2	1	99	0	-3	-2	-10
-7	3	0.3	Cc1cc(OC(C)C(=O)NC(Cc2c[nH]c3ccc(O)cc23)C(=O)O)c2c(C)c(C)c(=O)oc2c1 (stereo unspecified)	0.4	10	100	-5	-1	3	-2
-8	-11	-2.1	Cc1cc(C)c2sc(NC(=O)c3ccc([N+](=O)[O-])o3)nc2c1	0.3	5	101	-4	44*	-5	9
-1	.	-0.6	Cc1ccnc(NC(=O)c2ccc3c(c2)C(=O)N(CC2CCCO2)C3=O)c1 (stereo unspecified)	-0.3	4	94	-2	1	4	6
1	8	-1.9	O=C(CCCC(=O)OCC(F)(F)C(F)F)Nc1nccs1	0.1	15	92	-1	2	7	4
1	.	0.0	CCOC(=O)c1cnc(SCC(=O)Nc2cc(OC)ccc2OC)nc1N	6.7*	7	82	-2	-2	-16	-5
5	7	-1.7	CC(C)(C)OC(=O)N1CCC[C@@H]1C(=O)N1CCC(C(=O)O)CC1	-0.1	-2	114	-1	2	-9	-12
3	2	1.4	COc1ccc(NC(=O)NN2CCN(C)CC2)c(OC)c1	0.2	-2	89	-6	-6	1	-8
-8	1	-1.7	CCOC(=O)CCCn1ncn2c(cc3occc32)c1=O	-0.1	-4	96	-1	2	-2	-8
9	-3	-1.0	O=C(O)CSc1nnc(-c2ccncc2)n1-c1ccc(Cl)cc1	-0.1	4	99	3	1	-2	-11
-9	0	0.7	O=C(Cn1nc2sc3ccccc3n2c(=O)c1=O)c1cccs1	-0.1	-4	92	7	-1	-5	.
-5	.	0.7	O=[N+]([O-])c1ccc(COc2cccc(CN3CCOCC3)c2)cc1	-0.2	7	98	-3	-3	4	-14

# Individual results from the results shown:
# ABHD5-PLIN5 inh with O=C(Cn1nc2sc3ccccc3n2c(=O)c1=O)c1cccs1 stands at -9
# N-glyco inh with Cc1ccnc(NC(=O)c2ccc3c(c2)C(=O)N(CC2CCCO2)C3=O)c1 (stereo unspecified) stands at 1

# Continuation:
ABHD5-PLIN5 inh	Vif imaging	MC4R barr agon	SMILES	aDG glyco up	MC4R antag cAMP	ABCB6 inh 2	Exocytosis inh	N-glyco inh	NOD2-RIPK2 inh	TLR9-MyD88 inh
-6	-9	0.2	COc1ccc(N2C(=O)c3ccccc3S2(=O)=O)cc1	0.1	0	128	2	0	-13	2
1	-8	-1.4	CCOC(=O)Nc1csnn1	-0.1	0	94	-8	1	-8	-3
3	-1	-1.6	CSCCC(NC(=O)c1ccc(Cl)cc1)C(=O)OCC(=O)NCc1ccco1 (stereo unspecified)	-0.3	22	93	0	0	-6	-3
-8	-22	4.2	CN(CC(=O)Nc1nc2ccc(F)cc2s1)S(=O)(=O)c1ccc(Cl)cc1	0.2	1	93	6	-3	-8	2
3	-2	-2.6	COc1cccc(C(Nc2ccccn2)c2c(NC(=O)c3ccco3)sc(C)c2C)c1 (stereo unspecified)	-0.1	6	97	-8	12	0	9

# An excerpt. The share of hits here may be higher or lower than overall.
